# Screening data from PubChem BioAssay.
# MT1-MMP act inh: blockers of MT1-MMP proenzyme processing, primary screen, HT1080 RFP-PRO-GFP cells, GFP/RFP fluorescence | Matrix metalloproteinase-14 (Homo sapiens), P50281 | GFP/RFP ratio fluorescence, overnight; percent of plate control window, DMSO zero | GFP/RFP ratio change, % at 20 µM | hit rate 0.061% among 360,000;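 active = GFP/RFP ratio change of at least 30% with cell ATP level not reduced by more than half and red fluorescence within 50% of control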; note: strong numbers were not always called active
#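 Assay system: RFP-PRO-GFP reporter HT1080 cells; read-out basis: GFP/RFP fluorescence ratio; benchmarks: DMSO wells and RFP-L50D-GFP cells; doses: 20 µM single dose, 1% DMSO; schedule: overnight cell settling, then overnight compound exposure, 37 °C, 5% CO2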
# PABP1 MLLE inh: inhibitors of PABP1 MLLE–PAM2 peptide binding, primary screen, biochemical, fluorescence polarization, FITC-PAM2, GST-MLLE. Polyadenylate-binding protein 1 (Homo sapiens), P11940. AID 588489, 2011. inhibition, % at 20 µM. hit rate 0.36% among 360,000; in the data active = inhibition above about 35%, passing the limit was not always enough;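 note: plate controls were DMSO wells with GST-MLLE for no effect and wells lacking GST-MLLE protein for full effect; some results filed as inactive read as strong as hits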
# Target sequence (P11940 whole entry, looked up): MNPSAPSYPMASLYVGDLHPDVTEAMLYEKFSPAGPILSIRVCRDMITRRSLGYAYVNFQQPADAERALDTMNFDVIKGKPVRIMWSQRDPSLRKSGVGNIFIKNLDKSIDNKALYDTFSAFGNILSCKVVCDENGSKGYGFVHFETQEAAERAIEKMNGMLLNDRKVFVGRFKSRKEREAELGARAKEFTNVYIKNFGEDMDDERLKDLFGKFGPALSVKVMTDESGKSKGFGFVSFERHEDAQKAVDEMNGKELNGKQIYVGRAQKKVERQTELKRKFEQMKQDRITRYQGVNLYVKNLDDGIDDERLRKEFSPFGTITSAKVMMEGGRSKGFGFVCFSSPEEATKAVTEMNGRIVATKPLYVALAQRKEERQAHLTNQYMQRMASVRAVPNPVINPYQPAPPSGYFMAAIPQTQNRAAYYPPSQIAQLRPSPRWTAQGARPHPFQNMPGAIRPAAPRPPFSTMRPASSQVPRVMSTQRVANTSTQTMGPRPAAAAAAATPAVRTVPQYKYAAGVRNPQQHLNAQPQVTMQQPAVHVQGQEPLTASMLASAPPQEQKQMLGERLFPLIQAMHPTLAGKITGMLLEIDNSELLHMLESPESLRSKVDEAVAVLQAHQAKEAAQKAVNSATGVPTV
# Rpn11 inh: Rpn11 (PSMD14) deubiquitinase inhibitors, primary screen, biochemical, fluorescence polarization, uHTS. human 26S proteasome, Ub4-pepOG fluorescence polarization; 20S core pre-blocked with epoxomicin. calls only at 20 µM. hit rate 0.59% among 360,000. AID 588493, 2011;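 active = inhibition at 20 µM, scaled to each plate's controls, above about 33%, limit read from the data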
# Target sequence (O00487 whole entry, looked up): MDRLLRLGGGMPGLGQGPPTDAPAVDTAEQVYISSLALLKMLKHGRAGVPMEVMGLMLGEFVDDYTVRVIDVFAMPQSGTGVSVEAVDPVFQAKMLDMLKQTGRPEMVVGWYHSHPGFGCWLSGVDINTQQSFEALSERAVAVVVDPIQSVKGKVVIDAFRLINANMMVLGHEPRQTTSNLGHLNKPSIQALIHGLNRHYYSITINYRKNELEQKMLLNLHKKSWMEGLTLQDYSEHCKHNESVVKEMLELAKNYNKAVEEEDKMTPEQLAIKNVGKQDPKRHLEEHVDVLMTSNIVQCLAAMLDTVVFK
# SKN-1 block: suppressors of acrylamide-induced Pgst-4::GFP reporter in worms, primary screen, SKN-1 inhibitor project, whole organism, uHTS, GFP/RFP fluorescence ratio, strain VP596; C. elegans VP596 Pgst-4::GFP/RFP ratio, 24 h; inhibition, % at 21.8 µM; hit rate 0.49% among 360,000; AID 624304, 2012;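 active = interference check ratio from 0.5 to 1.5 plus GFP to RFP signal ratio inhibition reaching or exceeding a fixed threshold, cut at about 30% in these data, passing the limit was not always enough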; note: some compounds called inactive have numbers as strong as hits
# FAS-TE inh: FAS thioesterase domain inhibitors, primary screen, biochemical, fluorescence intensity, uHTS. Fatty acid synthase (Homo sapiens), P49327. hit rate 0.67% among 360,000. recombinant FAS-TE, OMFH fluorogenic substrate, fluorescence endpoint. inhibition, % at 15 µM;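 active = compounds whose normalised, plate-corrected inhibition of enzyme fluorescence in the single-dose primary screen is 50% or more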;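 note: 0% = DMSO with enzyme and 100% = substrate without enzyme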
# Rin1 Abl inh: inhibitors of Rin1-Abl protein binding, primary screen, biochemical, TR-FRET; AID 588664, 2011; hit rate 0.4% among 360,000; Tyrosine-protein kinase ABL1 (Homo sapiens) + Ras and Rab interactor 1 (Homo sapiens), …; inhibition, % at 7.35 µM; in the data active = inhibition above about 5%, passing the limit was not always enough
# CSN deneddyl inh: inhibitors of CSN-mediated cullin deneddylation, primary screen, biochemical, fluorescence polarization, uHTS | Purified CSN, SCF-Nedd8-OG deneddylation | hit rate 0.38% among 360,000 | inhibition, % at 12.5 µM | COP9 signalosome complex subunit 5 (Homo sapiens), Q92905;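 active = pattern-corrected inhibition above about 35%, with an unprinted fluorescence ratio check between 0.5 and 1.5, limit read from the data, passing the limit was not always enough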;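 note: 0% = enzyme with substrate and 100% = substrate without enzyme; some results filed as inactive read as strong as hits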
#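 Material: human Csn5 produced in HEK293T cells; Input: enzyme 0.24 nM; Reagent: SCFSkp2-Nedd8OG substrate at 10 nM final; Dosing: 12.5 µM compound; Incubation: 90 min reaction at room temperature; Detection: fluorescence polarization of the substrate; Evaluation: % inhibition of substrate cleavage by Csn5; Control set: substrate-only high control, full reaction low control.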
# NadD block: inhibitors of S. aureus NadD, primary screen, biochemical, colorimetric, uHTS; AID 602399, 2012; hit rate 0.78% among 360,000; inhibition, % at 20 µM; purified NadD enzyme, colorimetric absorbance read-out; Nicotinate-nucleotide adenylyltransferase NadD (Staphylococcus aureus N315); in the data active = inhibition above about 26%; note: some compounds past the cut are filed as inactive
# Neddyl block: inhibitors of cullin neddylation, primary screen, biochemical, TR-FRET, uHTS, NAE and Ubc12; hit rate 0.58% among 360,000; NEDD8-conjugating enzyme Ubc12 (Homo sapiens) + NEDD8-activating enzyme E1 regulatory …; AID 651699, 2012; calls only at 25 µM; in the data active = inhibition above about 36%
# Starred values were filed as active, the others as inactive; i = inactive; / = not tested or not shown; + = active, no number.
SMILES,MT1-MMP act inh,PABP1 MLLE inh,Rpn11 inh,SKN-1 block,FAS-TE inh,Rin1 Abl inh,CSN deneddyl inh,NadD block,Neddyl block
CC(Cc1ccccc1)=NNS(=O)(=O)c1ccc([N+](=O)[O-])cc1,3,-3,i,0,60*,0,3,-4,i
Cc1cc(NC(=O)Nc2cccc(C(F)(F)F)c2)n(C)n1,4,5,i,13,4,4,6,0,i
COc1ccccc1-c1cc(C(=O)NC(C)c2ccccc2)no1 (centres undefined),3,-21,i,2,22,0,-1,-3,i
Cc1ccc(NC(=O)c2ccco2)c(NC(=O)c2ccccc2C)c1,6,5,i,13,-4,-3,-2,-5,i
Cc1cccc(NC(=O)c2cc(S(=O)(=O)N3CCCC3)cn2C)c1,0,16,i,-1,-6,1,2,-1,i
Cc1ccc2cc(C#N)c(N3CCCN(C(=S)NCCCN(C)C)CC3)nc2c1,-2,-124,i,-6,-4,-3,4,4,i
O=C(NCc1ccccc1)c1ccc(CN2CCOCC2)cc1,3,6,i,-20,-11,1,-1,4,i
O=C(COc1ccccc1)NCC(c1ccco1)N1CCN(c2ccc(F)cc2)CC1 (centres undefined),7,-8,i,-6,11,3,6,-1,i
COc1ccc(N2CC(C(=O)N3CCN(c4ccccc4OC)CC3)CC2=O)cc1 (centres undefined),1,-1,i,18,-4,2,4,0,i
CCCOC(=O)c1ccc(NC(=O)c2cnccn2)cc1,8,-14,i,13,-4,-2,-2,-2,i
COc1ccc(S(=O)(=O)NCCSc2ccc(C)cc2)cc1OC,-1,-1,i,8,-2,2,1,-4,i
COC(=O)CSc1nnc(CNC(=O)c2ccc(S(=O)(=O)N3CCCCC3)cc2)n1C,11,12,i,-8,-4,0,0,-6,i
CCCOc1cccc(C(=O)N(Cc2ccc(OC)c(OC)c2)C2CCS(=O)(=O)C2)c1 (centres undefined),-5,-11,i,2,2,-3,0,3,i
Fc1cc(F)c(F)c(SCn2cc(Br)cn2)c1F,0,4,i,2,1,-3,3,-1,i
COc1ccc(C)cc1NC(=O)COC(=O)CCC(=O)c1cccs1,0,-6,i,4,2,1,2,1,i
CC1(C)Oc2ccc3ccc(=O)oc3c2/C(=C/NCCO)C1=O,1,-118,i,-13,-3,-1,1,5,i
Clc1ccc(Oc2nc(Oc3ccc(Cl)cc3)nc(N3CCOCC3)n2)cc1,-10,-14,i,1,25,3,-2,-6,i
Cc1noc(C(=O)NCc2ccc(F)cc2)c1Cl,1,2,i,-8,-8,1,-1,3,i
Oc1ccc(Br)cc1/C=N/n1c(COc2ccccc2)n[nH]c1=S,5,-70,i,3,5,1,5,15,i
O=C(c1n[nH]c2ccccc12)N1CCN(c2ccc(F)cc2)CC1,6,9,i,19,-6,-6,-2,1,i
COc1ccc(N2CCN(C3CCCN(S(=O)(=O)c4ccc(C)cc4C)C3)CC2)cc1 (centres undefined),0,-11,i,8,16,1,1,5,i
CCc1nc2ccccc2c(C(=O)OCC(=O)N2CC(C)OC(C)C2)c1C (centres undefined),-5,0,i,7,-5,5,-2,1,i
Cc1nc2cc(NC(=O)NCc3ccc4c(c3)OCO4)ccc2o1,3,0,i,1,-5,-1,-1,2,i
COc1ccc(OC)c(S(=O)(=O)N/N=C\c2cn(CC(N)=O)c3ccccc23)c1,-3,-5,i,-14,-4,-2,1,-5,i
CCn1nc(C(=O)OC2CCOC2=O)c2ccccc2c1=O (centres undefined),-1,-2,i,22,-10,-2,-1,10,i
CC(NC(=O)[C@H](C)NC(=O)C1CC(=O)N(c2ccc3c(c2)OCO3)C1)c1ccccc1 (some centres undefined),-1,12,i,6,-4,3,-8,-3,i
Cn1cc(Cl)cc(C(=O)Nc2ccccc2)c1=O,-3,-5,i,11,-2,-2,-3,-1,i
COCCCNc1oc(-c2ccccc2OC)nc1C#N,2,-8,i,-13,-4,0,-8,-6,/
Cc1ccc(S(=O)(=O)CCSC(=N)N)cc1,-7,21,i,12,-8,0,8,7,i
CCN(CC)Cc1c(C(=O)N/N=C/c2ccco2)nnn1-c1nonc1N,0,-1,i,-4,-4,-2,-2,-1,i

# Three compounds already listed, ordered by SMILES length, falling:
SMILES,MT1-MMP act inh,PABP1 MLLE inh,Rpn11 inh,SKN-1 block,FAS-TE inh,Rin1 Abl inh,CSN deneddyl inh,NadD block,Neddyl block
CCc1nc2ccccc2c(C(=O)OCC(=O)N2CC(C)OC(C)C2)c1C (centres undefined),-5,0,i,7,-5,5,-2,1,i
CCN(CC)Cc1c(C(=O)N/N=C/c2ccco2)nnn1-c1nonc1N,0,-1,i,-4,-4,-2,-2,-1,i
COCCCNc1oc(-c2ccccc2OC)nc1C#N,2,-8,i,-13,-4,0,-8,-6,/

# Next entries.
SMILES,MT1-MMP act inh,PABP1 MLLE inh,Rpn11 inh,SKN-1 block,FAS-TE inh,Rin1 Abl inh,CSN deneddyl inh,NadD block,Neddyl block
Cc1[nH]n(-c2ccc(F)cc2)c(=O)c1C=Nc1ccc(S(=O)(=O)N(C)C)cc1,-3,5,i,3,4,0,0,-4,i
CCC12C(=O)C(CC)(C(c3ccccc3)=C1c1ccccc1)[C@@H]1C(=O)N(c3ccccc3)C(=O)C12 (some centres undefined),-5,3,i,8,21,-2,-6,9,i
Cc1ccc(S(=O)(=O)Nc2cc(=O)[nH]c(SCC(=O)Nc3ccccc3C(F)(F)F)n2)cc1,-2,16,i,-8,-4,1,-1,1,i
O=C(NNC(=O)c1ccccn1)c1ccc(OC(F)F)cc1,6,-8,i,10,-1,2,-6,0,i
COc1ccc(CCNC2=CC(=O)CC(C)(C)C2)cc1,-2,-2,i,-8,-2,-1,-5,-5,i
Cc1c(Cl)cccc1NC(=O)COC(=O)c1c2c(nc3ccccc13)CCN(Cc1ccccc1)C2,-13,-12,+,3,30,-1,-10,20,i
Cc1[nH]cnc1CSCCN,-1,1,i,-4,-6,4,2,-3,i
COc1ccccc1OCCOc1ccc(/C=C2/C(=N)N3OC(C)=CC3=NC2=O)cc1OC,-8,-3,i,-1,-13,1,50*,5,/
C=CCN1C(=O)/C(=C2/Sc3ccc(OC)cc3N2CC)SC1=S,-25,60,/,18,-22,3,19,10,i
CC1(Cc2ccccc2C#N)C(=O)Nc2ccc(-c3ccc4[nH]ccc4c3)cc21 (centres undefined),-7,10,i,28,15,-4,0,-3,i
O=C(Nc1ccc(Br)cc1)c1ccc2ncsc2c1,1,-35,i,-1,10,3,5,-1,i
COc1ccc(OC)c(-c2csc(NC(=O)C3CSC4(C)CCC(=O)N34)n2)c1 (centres undefined),-2,1,i,-12,5,-1,2,-4,i
CC(C)c1cccc(OCC(=O)Nc2ccc(S(=O)(=O)Nc3ccccn3)cc2)c1,-1,9,i,4,36,-2,2,21,i
O=C(CCCc1ccccc1)Nc1ccnn1C1CCN(Cc2ccccc2F)CC1,1,2,i,-13,0,-1,2,-5,i
COc1cccc(-c2csc(/C(C#N)=C/Nc3cc4oc5ccccc5c4cc3OC)n2)c1,-18,-52,/,12,8,4,10,16,i
CCCNC(=O)C1=C(C)C(=O)OC12CCC(C)CC2 (centres undefined),0,-1,i,2,-1,1,-4,-2,i
COCCNC(=S)N/N=C(\C)c1ccc(OC(F)F)cc1,1,29,i,-4,2,0,3,3,i
OCC[C@H]1C[C@@H](O)[C@H](O)[C@@]2(OCCc3ccccc32)O1,1,1,i,-12,-11,1,1,-8,i
CCCSc1nc(N2CCOCC2)c2c(c1C#N)CCCC2,-5,18,i,-7,44,-2,-3,4,i
N#C/C(=C/C1=C(N2CCOCC2)C(=C/c2ccc(Cl)cc2)/CC1)C(=O)Nc1ccccc1F,8,-22,i,44*,-13,1,9,20,i
Cc1c(/C(Cc2ccccc2)=N/O)c2ccccc2n1C,1,-6,i,-1,-36,-4,3,-2,i
Cc1ccc(-n2nc(-c3ccco3)cc2C(=O)O)cc1,-8,14,i,9,-3,0,38*,4,i
CSc1nc2ccccc2n1CC(=O)Nc1ccccc1,5,-7,i,4,-3,0,-3,-1,i
NC(=O)[C@@H]1CC2(CC(c3cccc(NC(=O)COc4ccc(Cl)cc4)c3)=NO2)CN1C(=O)c1ccccc1 (some centres undefined),6,1,i,18,-2,0,6,13,i
COC(=O)CC1C(=O)NCCN1C(=S)Nc1cccc(C)c1 (centres undefined),2,2,i,-7,-11,0,-1,-6,i
COCCn1c(=N)c(C(=O)NCCc2ccc(OC)cc2)cc2c(=O)n3cccc(C)c3nc21,-3,15,i,-2,-9,-4,2,-2,i
O=C1CC(C(=O)N2CCCc3ccccc32)CN1c1ccc(F)cc1 (centres undefined),-1,1,i,-5,-4,4,-3,0,i
O=C(CC(CC(=O)c1ccccc1)c1ccco1)c1ccccc1,6,6,i,1,22,0,-2,-1,i
O=C(COC(=O)c1nc(Cl)ccc1Cl)c1ccccc1Cl,-1,1,i,20,2,3,6,-8,i
CCCCOc1ccc(C2C(C(=O)c3ccc(C)o3)=C(O)C(=O)N2Cc2ccco2)cc1 (centres undefined),2,-11,i,15,12,-21,6,22,i
NC(COCc1ccccc1)c1csc(Nc2ccc(C(=O)NCCO)cc2)n1 (centres undefined),-2,-22,i,8,-4,-3,1,-1,i
Cc1ccc(OCc2cc(C(=O)NCc3cc(F)ccc3C)no2)cn1,3,-15,i,26,1,0,5,1,i
COC(=O)c1ccccc1NC(=O)N1CCN(c2ccc(F)cc2)CC1,-4,2,i,11,13,-1,-2,0,i
COCCCNC(=O)c1c(N)n(/N=C/c2cccnc2)c2nc3ccccc3nc12,2,18,i,-20,-4,-3,2,-11,/
COC(=O)C1=C(C(=O)OC)[C@@H]2N(Cc3ccccc3)c3ccccc3[C@@]23C[C@@H](C(=O)OC)N(C(=O)CC(C)C)C3=N1,-9,18,i,4,77*,-1,-2,7,i
CC1(OC(=O)C2CCCC2)C(=O)C=C2C=C(c3ccsc3)N(c3ccccc3)C=C2C1=O (centres undefined),-1,-8,i,14,0,-2,-4,19,i
COc1cc(-c2nnc(SC(C)C(=O)Nc3c(C)n(C)n(-c4ccccc4)c3=O)o2)cc(OC)c1OC (centres undefined),9,-7,i,-4,-5,0,-14,-3,i
Cc1ccc(-c2nc(SC(C)C(=O)NC3CC3)n[nH]2)cc1 (centres undefined),0,-1,i,16,-10,-3,4,-8,i
Cc1nc(Nc2ccc(F)cc2)[nH]c(=O)c1CCC(C)C,1,0,i,-6,5,-3,6,-4,i
O=C(CCC1CCCC1)Nc1cccc(Cc2ccncc2)c1,1,-2,i,-4,12,-3,5,0,i
Cc1ccc(S(=O)(=O)N2CCc3ccccc3C2)cc1,-4,6,i,-5,14,-2,0,-9,i
Cc1ccc(C(C)C)c(OCC(=O)NN=C2CCCC(=O)C2)c1,0,12,i,-5,-2,2,-4,9,i
